CD11b adhes inh = CD11b/CD18-fibrinogen binding inhibition. AID 1497. inhibition, % at 10 µM. K562 CD11b/CD18 adhesion to fibrinogen, ATPlite luminescence; Mn2+ added to activate the integrin. P05107+P11215. 0.54% of 93,000 active;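 active means primary inhibition of 50% or more at 10 µM, then 40% or more on retest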; further: some results filed as inactive read as strong as hits
Target sequence (P05107 whole entry, looked up, other chains not shown): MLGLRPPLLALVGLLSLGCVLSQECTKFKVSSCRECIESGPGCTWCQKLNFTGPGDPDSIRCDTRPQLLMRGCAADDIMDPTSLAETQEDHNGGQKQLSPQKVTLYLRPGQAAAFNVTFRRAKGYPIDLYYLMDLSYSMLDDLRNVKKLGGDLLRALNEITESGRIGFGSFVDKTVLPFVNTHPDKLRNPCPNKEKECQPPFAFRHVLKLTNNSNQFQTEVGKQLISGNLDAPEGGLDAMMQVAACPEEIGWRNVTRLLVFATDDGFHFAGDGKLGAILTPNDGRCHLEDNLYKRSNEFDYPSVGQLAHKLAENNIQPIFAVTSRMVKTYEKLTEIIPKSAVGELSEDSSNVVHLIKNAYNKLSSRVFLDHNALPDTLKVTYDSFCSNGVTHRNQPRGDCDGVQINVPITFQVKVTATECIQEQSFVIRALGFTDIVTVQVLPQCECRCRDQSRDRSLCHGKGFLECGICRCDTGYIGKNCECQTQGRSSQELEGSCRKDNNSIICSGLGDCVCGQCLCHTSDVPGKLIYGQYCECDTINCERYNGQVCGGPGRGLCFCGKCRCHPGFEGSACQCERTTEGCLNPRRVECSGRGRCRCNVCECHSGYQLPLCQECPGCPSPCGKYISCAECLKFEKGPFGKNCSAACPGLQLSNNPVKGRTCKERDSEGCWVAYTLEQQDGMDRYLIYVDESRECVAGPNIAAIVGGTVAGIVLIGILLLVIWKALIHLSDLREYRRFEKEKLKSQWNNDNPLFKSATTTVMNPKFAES
CD11b adhes enh = CD11b/CD18-fibrinogen binding enhancement. K562 CD11b/CD18 adhesion to fibrinogen, ATPlite luminescence. P05107+P11215. AID 1499. 0.07% of 93,000 active. activation, % at 10 µM;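 active means 10 µM primary screen giving 50% or more activity, confirmed by 40% or more on retest at that dose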; further: strong numbers were not always called active; reference of the scale not given here
Numbers without * were called inactive.

nr	canonical_smiles	CD11b adhes inh	CD11b adhes enh
1	Cn1c(COc2ccc(Br)cc2)nnc1SC1CCc2ccccc2C1=O (stereo not given)	5	-3
2	O=C(Cc1cccs1)Nc1nnc(SCc2ccc(Br)cc2)s1	-3	52
3	COc1ccc(NS(=O)(=O)c2cccc(N3CC(O)=C(c4ccccc4)C3=N)c2)cc1	-15	4
4	COC(=O)c1ccc(C(=O)OC)c(NC(=O)COC(=O)c2ccc(OC)c(OC)c2OC)c1	0	21
5	CC(C)c1ccc2[nH]c(O)c(N=NC(=S)NCCc3ccccc3)c2c1	-8	-4
6	CC(/C=N\NC(=O)c1cc(C)oc1C)=C\c1ccccc1	-24	4
7	CCOC(=O)c1sc(NC(=O)CSc2nc3ccccc3o2)c(C(=O)OCC)c1C	0	-2
8	COc1ccc(C(NC(=O)/C=C/c2ccco2)c2ccc(OC)c(OC)c2)cc1 (stereo not given)	31	-4
9	COc1ccc(C(=O)N/N=C2\SCC(=O)N2Cc2ccc3c(c2)OCO3)c(OC)c1	-8	3
10	CCCCP(=O)(CCCC)CCP(=O)(c1ccccc1)c1ccccc1	0	1
11	Cc1c(C(=O)N/N=C/c2ccc(Cl)cc2)[nH]c2ccc(Cl)cc12	22	-3
12	Cc1ccc(C)n1-c1ccc(C(=O)NN)cc1	-10	-2
13	COc1ccc(OC)c(NC(=O)c2ccc3nc(-c4ccccc4)c(-c4ccccc4)nc3c2)c1	1	-2
14	CCCCC1C2=C(CC(C)(C)CC2=O)OC2=C1C(=O)CC(C)(C)C2	-12	2
15	O=C(COc1ccccc1)N/N=C/c1ccc([N+](=O)[O-])o1	-4	-5
16	Cc1nn(CC(=O)N/N=C/c2ccc3c(c2)OCO3)c(C)c1Br	1	1
17	Cc1cc(Nc2ccccc2)nc(NCc2ccccc2)n1	100	-10
18	CN(C)C(/C=C/Nc1ccccc1F)=C(C#N)C#N	-7	-3
19	CCC(NC(=O)NCc1ccccc1)(C(F)(F)F)C(F)(F)F	-7	4
20	O=C(COC(=O)c1ccccc1C(=O)c1ccc(Cl)cc1)NC(c1ccccc1)c1ccccc1	1	4
21	CCOC(=O)c1c(NC(NC(C)=O)C(Cl)(Cl)Cl)sc2c1CCCC2 (stereo not given)	20	11
22	COC(=O)N/N=C/c1cc([N+](=O)[O-])cc(Br)c1O	6	5
23	CC(=O)Nc1sc(N/N=C\c2cccc(Cl)c2)nc1-c1cccs1	-6	17
24	Cc1nc2ccccc2nc1SCC(=O)c1ccccc1	21	-2
25	CCOC(=O)c1ccc(NC(=O)c2cn(CCC#N)nc2-c2ccc3c(c2)OCCO3)cc1	7	1
26	CC(=O)c1cccc(NC(=O)COC(=O)COc2c(Cl)cc(Cl)c3ccc(C)nc23)c1	-4	-4
27	COc1ccc(C2SCCN2C(=S)Nc2cccc(C(F)(F)F)c2)cc1 (stereo not given)	48	-2
28	O=C(Cc1coc2cc3c(cc12)CCC3)NCC1(N2CCCCC2)CCCCC1	5	2
29	CCOC(=O)C1CCN(C(=S)Nc2cc(C)ccc2C)CC1	-7	3
30	CN(C)c1ccc(/C=C2\CCCCC2=O)cc1	-6	-1

(list continues)
nr	canonical_smiles	CD11b adhes inh	CD11b adhes enh
31	CC(C)(C)NC(=O)NC(=O)COC(=O)Cc1coc2ccc3ccccc3c12	19	3
32	C/C(=N\NC(=O)COc1ccc(C(C)(C)C)cc1)c1ccc(OC(F)F)cc1	21	13
33	Cc1cc(N(CCO)CCO)ccc1C(c1ccc(N(CCO)CCO)cc1C)c1ccccc1Cl	6	5
34	CCNC(=O)CSc1nc2cc([N+](=O)[O-])ccc2n1-c1cccc(C(F)(F)F)c1	6	0
35	CN(C)c1ccc(C(CNC(=O)c2ccccc2F)c2c[nH]c3ccccc23)cc1 (stereo not given)	-5	2
36	Cc1ccc2c(c1)C1CN(C)CCC1N2C(=O)c1ccccc1NS(=O)(=O)c1ccc(F)cc1 (stereo not given)	7	-1
37	COC(=O)/C(=N/Nc1ccc(C)cc1)N1CCCc2ccccc21	-9	-2
38	COc1ccc2c(CSc3nnc(-c4cccnc4)n3-c3ccccc3F)cc(=O)oc2c1	19	0
39	Cc1cccc(OCCNc2cc(N3CCN(CCO)CC3)ccc2[N+](=O)[O-])c1	15	2
40	Cc1ccc(C(=O)N2C(=S)C(c3ccc(F)cc3)=NC23CCN(C)CC3)cc1	5	6
41	CCc1cccc(CC)c1NC(=O)COC(=O)c1cccc(-c2ccc(OC(C)=O)cc2)c1	9	16
42	Cc1ccsc1/C=N/n1c(C2CCCCC2)n[nH]c1=S	-11	1
43	O=C(c1cccc(S(=O)(=O)Nc2cccc(C(F)(F)F)c2)c1)N1CCCCC1	2	-5
44	COc1ccc(-c2cc(C(F)(F)F)nc(SCC(=O)Nc3sc4c(c3C#N)CCC4)n2)cc1	3	4
45	CO/N=C(/CS(=O)Cc1ccc(Cl)cc1)c1ccc(Cl)cc1 (stereo not given)	-2	0
46	Cc1ccc2c(Cl)cc(Cl)c(OCC(=O)Nc3ccc(C)c(S(=O)(=O)N(C)C)c3)c2n1	-17	46
47	CCN(CC)C(=O)CN(C#N)c1nc(C)cc(C)n1	8	4
48	Nn1c(SCC(=O)NCc2ccccc2)nncc1=O	-13	19
49	Cc1ccc(NC(=O)COC(=O)CCC(=O)c2ccc(Cl)cc2)cc1S(=O)(=O)N(C)C	9	2
50	COc1ccc(/C=C/C(=O)Nc2cc(C)nn2-c2nc3ccccc3[nH]2)cc1	61	3
51	CCN(CC)c1ccc(/C=N/N(c2ccccc2)c2ccccc2)c(O)c1	-8	-5
52	CCOC(=O)/C(=N/Nc1ccc(Cl)cc1)Sc1nnnn1-c1ccc(C)cc1	31	-5
53	COc1ccc(Cc2nnc(NC(=O)c3cccc([N+](=O)[O-])c3)s2)cc1	19	42
54	Cc1ccc(C(=O)NC2c3ccccc3-c3ccccc32)cc1	2	3
55	CC(=O)c1ccc(NC(=O)COC(=O)c2ccccc2N=Nc2ccc(N(C)C)cc2)cc1	16	-1
56	CCOc1ccc(-c2nnc(Nc3ccc(OC)c(C(=O)N4CCCCC4)c3)c3ccccc23)cc1	18	0
57	O=C(NC1=NCCS1)c1cc(-c2ccc(F)cc2)nc2ccccc12	-6	3
58	COc1ccc(C(=O)NN2C(=O)C3C(c4ccccc4)C=CC(c4ccccc4)C3C2=O)cc1 (stereo not given)	16	0
59	O=C(Nc1ccccc1OC(F)F)c1cc2c(s1)CCC2	10	23
60	O=C(CSc1nc(C2CCCCC2)n(-c2ccccc2)n1)NCC(F)(F)F	-7	5

(cont.)
nr	canonical_smiles	CD11b adhes inh	CD11b adhes enh
61	CCCCN1C(=O)c2ccc(C(=O)Nc3ccc(C)c(S(=O)(=O)N(C)C)c3)cc2C1=O	2	1
62	CC1CCC(NC(=O)CN2C(=O)COc3ccc(S(=O)(=O)N4CCCC4)cc32)CC1 (stereo not given)	-3	4
63	Cc1cc(C(=O)CN2CCCC(C)C2)c(C)n1-c1ccc(F)cc1 (stereo not given)	17	-1
64	NS(=O)(=O)c1ccc(NC(=S)N2CCN(c3ccccc3)CC2)cc1	-4	-2
65	Cc1ccccc1CCN(C(=O)CN1C(=O)c2ccccc2S1(=O)=O)C(C(=O)NCC1CCCO1)c1ccncc1 (stereo not given)	-14	3
66	COCC(C)NC(=O)CCS(=O)(=O)c1nc(-c2ccc(OC)cc2)cc(C(F)(F)F)n1 (stereo not given)	-9	0
67	COc1ccc(N2C(=O)C3[C@@H](C2=O)C2(Cl)C(Cl)=C(Cl)C3(Cl)C2(OC)OC)cc1 (stereo not given in full)	-4	6
68	CC(C)c1ccc(C2NC(=S)NC3=C2C(=O)CC(C)(C)C3)cc1 (stereo not given)	-2	-3
69	CCN(c1ccccc1)S(=O)(=O)c1cc(C(=O)Nc2ccc(F)c(F)c2)ccc1F	104	-11
70	N#CC1(C#N)C(c2ccccc2)OC23CCCCCC2C1(C#N)C(=N)O3 (stereo not given)	-2	2
71	CCCN(CC1CC1)C(=S)Nc1ccc(Oc2ccccc2)cc1	27	1
72	Cc1c(Cc2ccccc2)sc(NC(=O)/C=C/c2cccc3ccccc23)c1C(N)=O	-9	39
73	Cc1ccc(S(=O)(=O)Nc2ccc(-c3cn4ccc(C)cc4n3)cc2)cc1	9	0
74	COc1ccc(/C=N/NC(=O)c2cccc(Br)c2)cc1CSc1ccccn1	-25	-2
75	Cc1ccc2nc(NC(=O)C3=NN(c4ccccc4)C(=O)CC3)sc2c1	-16	2
76	NS(=O)(=O)c1ccc(NC(=O)COC(=O)CCC2CCCCC2)cc1	0	-2
77	CNC(=S)N1CCN(C(=O)c2ccco2)CC1	-19	3
78	O=C(CN1CCN(S(=O)(=O)c2ccc(Br)cc2)CC1)N/N=C/c1cccnc1	-5	-6
79	Cc1cc(C)cc(-n2c(SCC(=O)NCc3ccc4c(c3)OCO4)nc3ccccc3c2=O)c1	-1	15
80	COc1ccc(-c2cc(N3C(=O)Nc4ccccc4N3O)n[nH]2)cc1OC	-3	0
81	O=C(COC(=O)c1ccc([N+](=O)[O-])o1)Nc1cccc(S(=O)(=O)N2CCOCC2)c1	3	0
82	Nc1nnc(CC(=O)N/N=C\c2cc([N+](=O)[O-])ccc2O)s1	-11	0
83	Cc1ccc(-c2ccc(SCC(=O)N3CCN(c4ccccc4)CC3)nn2)cc1	-22	0
84	O=C1c2ccccc2C(=O)N1c1cccc(-c2csc(Nc3ccc4c(c3)OCO4)n2)c1	6	43
85	Cc1c(NS(=O)(=O)c2ccc(NC3CCCC3)c([N+](=O)[O-])c2)c(=O)n(-c2ccccc2)n1C	1	-4
86	O=c1c2ccccc2c(-c2ccc(O)cc2)nn1-c1cccc(C(F)(F)F)c1	5	1
87	CCCn1nnnc1NC(=O)COc1ccc(Cl)c(C)c1	-10	-2
88	Cc1sc2nc(CN3CCCCC3)nc(Cl)c2c1C	5	-2
89	CN(C)CCCN(C(=O)CCc1ccccc1)c1nc2ccc(Cl)cc2s1	-4	1
90	CCOCCCNCC(O)c1ccccc1 (stereo not given)	-4	0

(listing goes on)
nr	canonical_smiles	CD11b adhes inh	CD11b adhes enh
91	O=C1N/C(=C\c2ccccc2)C(O)=C1C=NCc1ccccc1	-9	2
92	CC1=C(C(=O)OC(C)C)C(c2cccs2)NC(=S)N1 (stereo not given)	-4	-1
93	CCCN1CCN(C(=S)Nc2ccccc2C(F)(F)F)CC1	8	-2
94	CC(C)(C)C1CCC(=NNC(=O)c2ccccc2-n2cccc2)CC1 (stereo not given)	15	0
95	CCOc1ccccc1/C=C(/NC(=O)c1ccccc1)C(=O)NCC(=O)O	-11	14
96	Cc1ccsc1/C=N\NC(=O)Cn1nnc2ccccc21	-12	-1
97	O=[N+]([O-])c1c(Nc2ccc(O)cc2)cc(N2CCOCC2)c2nonc12	15	-1
98	O=[N+]([O-])c1ccc(COc2ccc(-c3[nH]ncc3-c3ccc(Cl)cc3)c(O)c2)cc1	88	-3
99	CCOC(=O)c1sc(=S)n(C)c1NC(=O)c1ccc(F)cc1	49	-4
100	Cc1ccc2oc(=O)c(/C=C(\O)c3sc(C)nc3C)nc2c1	-8	0
101	Cc1c(Cc2ccccc2)c(=O)oc2cc(OCC(=O)c3ccccc3)ccc12	74	2
102	CCN1CCN(C(=S)NCc2ccc(C)cc2)CC1	6	-2
103	CCOCCCn1c(SCC(=O)/C(C#N)=C(\C)N)nc2ccccc2c1=O	-1	4
104	O=C(N/N=C/c1ccc(-c2cccc(C(F)(F)F)c2)o1)c1ccccc1O	-10	103
105	Cc1ccc(S(=O)(=O)/N=C(/c2ccc(F)cc2)N2CCCCC2)cc1	9	8
106	CCOC(=O)c1sc(-c2ccccc2)cc1NC(=O)Nc1ccccc1	12	-3
107	COc1ccccc1-n1cnc2c(c1=O)c1nc3ccccc3nc1n2-c1ccc(C)c(C)c1	6	-3
108	O=C(CSc1nc2[nH]ncc2c(=O)[nH]1)N1CCCC1	8	-6

Of the compounds above, 17 have an aryl methoxy group:
nr	canonical_smiles	CD11b adhes inh	CD11b adhes enh
3	COc1ccc(NS(=O)(=O)c2cccc(N3CC(O)=C(c4ccccc4)C3=N)c2)cc1	-15	4
4	COC(=O)c1ccc(C(=O)OC)c(NC(=O)COC(=O)c2ccc(OC)c(OC)c2OC)c1	0	21
8	COc1ccc(C(NC(=O)/C=C/c2ccco2)c2ccc(OC)c(OC)c2)cc1 (stereo not given)	31	-4
9	COc1ccc(C(=O)N/N=C2\SCC(=O)N2Cc2ccc3c(c2)OCO3)c(OC)c1	-8	3
13	COc1ccc(OC)c(NC(=O)c2ccc3nc(-c4ccccc4)c(-c4ccccc4)nc3c2)c1	1	-2
27	COc1ccc(C2SCCN2C(=S)Nc2cccc(C(F)(F)F)c2)cc1 (stereo not given)	48	-2
38	COc1ccc2c(CSc3nnc(-c4cccnc4)n3-c3ccccc3F)cc(=O)oc2c1	19	0
44	COc1ccc(-c2cc(C(F)(F)F)nc(SCC(=O)Nc3sc4c(c3C#N)CCC4)n2)cc1	3	4
50	COc1ccc(/C=C/C(=O)Nc2cc(C)nn2-c2nc3ccccc3[nH]2)cc1	61	3
53	COc1ccc(Cc2nnc(NC(=O)c3cccc([N+](=O)[O-])c3)s2)cc1	19	42
56	CCOc1ccc(-c2nnc(Nc3ccc(OC)c(C(=O)N4CCCCC4)c3)c3ccccc23)cc1	18	0
58	COc1ccc(C(=O)NN2C(=O)C3C(c4ccccc4)C=CC(c4ccccc4)C3C2=O)cc1 (stereo not given)	16	0
66	COCC(C)NC(=O)CCS(=O)(=O)c1nc(-c2ccc(OC)cc2)cc(C(F)(F)F)n1 (stereo not given)	-9	0
67	COc1ccc(N2C(=O)C3[C@@H](C2=O)C2(Cl)C(Cl)=C(Cl)C3(Cl)C2(OC)OC)cc1 (stereo not given in full)	-4	6
74	COc1ccc(/C=N/NC(=O)c2cccc(Br)c2)cc1CSc1ccccn1	-25	-2
80	COc1ccc(-c2cc(N3C(=O)Nc4ccccc4N3O)n[nH]2)cc1OC	-3	0
107	COc1ccccc1-n1cnc2c(c1=O)c1nc3ccccc3nc1n2-c1ccc(C)c(C)c1	6	-3

Screening data from PubChem.

An excerpt; rates above refer to the full screens.
